Screens deposited in PubChem by several laboratories.
Mdm2 ligase inh = inhibitors of human Mdm2 E3 ubiquitin ligase; Q00987; cell-based MDM2 ubiquitination luciferase reporter, 2 h; 0 = plate control, 100 = twice control, blank-subtracted; signal enhancement, % at 5 µM; 0.11% of 210,000 active; AID 1230;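 active = signal enhancement of 30% or more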;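 also: luminescence tracks abundance of the self-degrading MDM2-luciferase fusion protein; higher signal means inhibition of MDM2 E3 ligase activity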
Target sequence (Q00987 whole entry, looked up, the tested form may be a part): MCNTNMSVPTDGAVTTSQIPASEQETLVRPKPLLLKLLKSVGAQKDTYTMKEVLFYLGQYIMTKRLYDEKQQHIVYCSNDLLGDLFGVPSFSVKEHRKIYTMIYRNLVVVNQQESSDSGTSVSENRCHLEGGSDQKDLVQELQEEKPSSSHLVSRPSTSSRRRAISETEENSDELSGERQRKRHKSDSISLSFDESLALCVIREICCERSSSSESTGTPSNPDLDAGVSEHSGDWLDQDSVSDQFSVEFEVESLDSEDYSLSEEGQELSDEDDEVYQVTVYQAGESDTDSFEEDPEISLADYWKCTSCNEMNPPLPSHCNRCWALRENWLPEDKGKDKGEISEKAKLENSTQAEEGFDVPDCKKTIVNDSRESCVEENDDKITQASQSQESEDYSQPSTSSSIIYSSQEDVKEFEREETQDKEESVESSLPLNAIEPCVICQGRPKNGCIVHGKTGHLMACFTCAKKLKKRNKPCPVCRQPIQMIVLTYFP
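Test system: stable mammalian line carrying autodegrading MDM2–luciferase fusion reporter; quantity: 2000 cells in each well; times: 4 h cell settling then 2 h compound exposure, 37 °C; detection: luminescence with SteadyLite reagent, 15 min at room temperature; evaluation: percent signal gain over controls, blank-subtracted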
Runt-CBFb FRET = Runt domain-CBFb interaction inhibition; Cerulean-Runt/Venus-CBFb FRET ratio 530/480, 1 h; inhibition, % at 20 µM; 0.46% of 220,000 active;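 active = inhibition over about 50% at 20 µM in the single-dose screen, limit read from the data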;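 also: 0% = DMSO wells and 100% = excess unlabeled CBFb competitor control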
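System: Cerulean-labeled Runt domain protein | Quantity: 100 nM of each labeled protein | Schedule: 1 h compound exposure, room temperature | Detection: Fluorescence energy transfer, 422 nm excitation, 530/480 nm emission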
NPY1 pot ag = potentiators or agonists of human neuropeptide Y receptor Y1 | P25929 | NPY-Y1 expressing cells, potentiator/agonist activation | AID 1304 | 0.37% of 220,000 active | activation, % at 3.6 µM; in the data active = activation above about 33%, passing the limit was not always enough;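 also: cells stimulated with NPY at EC10 then isoproterenol at EC100; 0% = low agonist plus stimulus and 100% = saturating agonist plus stimulus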
RBBP9 inhibitor = inhibitors of human serine hydrolase RBBP9; recombinant RBBP9, FP-Rh probe fluorescence polarization; inhibition, % at 7.94 µM; 0.2% of 220,000 active; AID 1515;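 active = inhibition above the campaign mean of all tested compounds plus 3 SD, cut at about 14% in these data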;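 also: plate controls were DMSO wells with RBBP9 for no effect and wells lacking RBBP9 protein for full effect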
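Test system: recombinant human RBBP9. Quantity: 2.5 µM RBBP9 dispensing solution, before mixing. Detection: FP readout at 525/598 nm. Reagent: Serine-hydrolase probe FP-Rh, 375 nM pre-mixing. Measure: % inhibition. Control set: DMSO-treated enzyme wells and wells lacking RBBP9. Buffer or medium: Tris-NaCl-Pluronic buffer, pH 8.0. Times: preincubation 30 min plus labeling 45 min at 25 °C.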
NPY Y1 blocker = antagonists of human neuropeptide Y receptor Y1; inhibition, % at 3.6 µM; HEK293-CNG Y1 cells, membrane potential fluorescence; NPY at EC95, then isoproterenol; P25929; 1% of 200,000 active;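 active = inhibition above the campaign mean inhibition of all tested compounds plus 3 SD, cut at about 20% in these data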;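 also: 0% = DMSO wells given NPY plus isoproterenol and 100% = isoproterenol alone without NPY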
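Test system – HEK293 Y1/CNG channel cell line · Also added – NPY agonist 25 nM, then isoproterenol 1 µM plus Ro 20-1724 25 µM · Compound dosing – one concentration, 3.6 µM, in 0.4% DMSO · Schedule – compound incubation 1 h at room temperature, readout 45 min post-stimulation · Technique – fluorescence, membrane potential probe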
p97 ATPase inh = blocks human p97 ATPase activity; 0.42% of 220,000 active; recombinant p97 ATPase, Kinase-Glo ATP luminescence, 3 h; inhibition, % at 8 µM; in the data active = inhibition above about 15%;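 also: 0% = DMSO vehicle and 100% = wells lacking enzyme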
NPY-Y2 PAM-ag = potentiates or activates human NPY-Y2 receptor. P49146. cells expressing NPY-Y2, potentiator/agonist read-out. activation, % at 3.6 µM. 0.45% of 220,000 active. AID 1359; in the data active = activation above about 27%;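 also: cells stimulated with NPY near EC25 plus isoproterenol at EC100; 0% = vehicle plus submaximal agonist and 100% = vehicle plus saturating agonist; some results beyond the cut were filed as inactive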
Hck-Nef inh = inhibitors of human Hck kinase activated by Nef | P08631 | Recombinant Hck-YEEI plus Nef, Z-Lyte FRET kinase assay | inhibition, % at 20 µM | 0.68% of 220,000 active | AID 463187;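 active = Hck-Nef kinase inhibition above about 50%, limit read from the data; inactive = inhibition below that limit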;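 also: 0% = DMSO with Hck plus Nef and 100% = Hck alone without Nef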
Target sequence (P08631 whole entry, looked up): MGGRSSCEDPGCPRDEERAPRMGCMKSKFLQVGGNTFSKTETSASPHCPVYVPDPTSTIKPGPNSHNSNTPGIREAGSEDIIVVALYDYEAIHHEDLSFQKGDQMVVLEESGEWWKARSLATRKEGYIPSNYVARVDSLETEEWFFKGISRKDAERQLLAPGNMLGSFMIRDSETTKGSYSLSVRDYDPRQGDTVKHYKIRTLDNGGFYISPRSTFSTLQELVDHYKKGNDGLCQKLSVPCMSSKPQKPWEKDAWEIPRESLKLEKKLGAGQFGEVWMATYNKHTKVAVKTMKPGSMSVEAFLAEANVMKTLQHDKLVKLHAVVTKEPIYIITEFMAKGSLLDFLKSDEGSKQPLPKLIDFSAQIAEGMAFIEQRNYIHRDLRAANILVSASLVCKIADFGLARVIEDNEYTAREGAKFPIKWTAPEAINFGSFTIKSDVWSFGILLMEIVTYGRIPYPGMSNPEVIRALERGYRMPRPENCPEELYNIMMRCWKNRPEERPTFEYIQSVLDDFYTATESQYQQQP
Runt-SMMHC FRET = blocks binding of human RUNX1 Runt domain to CBFb-SMMHC; 0.74% of 220,000 active; Cerulean-Runt/Venus-CBFb-SMMHC FRET ratio 530/480, 1 h; Q01196+Q13951; inhibition, % at 20 µM;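 active = mean inhibition across duplicate retests at 20 µM reaching about 50%, limit read from the data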;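 also: 0% = DMSO wells and 100% = wells with excess untagged CBFb-SMMHC; inhibitors lower the FRET ratio by blocking Runt binding to CBFb-SMMHC; some results filed as inactive read as strong as hits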
The depositor's hits bear a star; · = no result given.

Mdm2 ligase inh	Runt-CBFb FRET	NPY1 pot ag	RBBP9 inhibitor	NPY Y1 blocker	p97 ATPase inh	NPY-Y2 PAM-ag	Hck-Nef inh	Runt-SMMHC FRET	Structure
·	-1	-13	-15	4	0	-14	-3	-1	O=C(NCc1ccccc1)C1=C[C@@H](c2csc3ccccc23)C[C@@H](OCc2ccc(CO)cc2)O1
6	2	16	-3	-1	-3	3	-1	3	Nc1c(C(=O)O)nnn1Cc1ccccc1
-12	1	-18	-6	-8	-4	-3	-10	3	Cc1ccc(C(=O)N/N=C\c2ccc(OC(=O)c3cccs3)cc2)cn1
-12	-16	15	-1	4	6	11	2	118	CN1CCN(Cc2c(O)ccc3c(-c4ccccc4)cc(=O)oc23)CC1
-8	2	4	-1	·	-1	-4	4	1	Cc1cccc2cc(CN(C(=O)c3cccc([N+](=O)[O-])c3)C(C)C)c(=O)[nH]c12
-12	0	1	-6	1	4	-8	4	4	Cc1ccc(NC(=S)NCCCN2CCOCC2)cc1
-16	-4	-30	-7	13	0	-37	0	1	O=C(CN1CCN(c2ccccn2)CC1)Nc1ccc2ccccc2c1
-12	1	0	-5	6	0	6	9	2	Fc1ccc(C2=NNC(=NCc3ccccc3)SC2)cc1F
-23	-1	-22	-7	5	-6	-14	8	-2	c1ccc(-c2cn3cccnc3n2)cc1
0	-3	-16	-6	-4	-7	-2	4	5	Cc1c(Cl)c([N+](=O)[O-])nn1Cc1ccc(C(=O)Nc2ccc(Cl)cn2)o1
-1	-1	4	0	-2	3	8	0	1	O=C(NCc1cccc(Cl)c1)c1ccc2nc[nH]c2c1
-15	3	6	-3	4	7	-6	2	9	CC(=O)c1cccc(S(=O)(=O)NC2CC2)c1
-96	-1	17	9	·	-36	15	11	-7	Brc1ccc(N=Nc2ccc3ccccc3n2)cc1
-7	-2	12	-6	0	2	11	-4	2	O=C(O)C1CC=CCC1C(=O)Nc1ccccc1Cl (centres undefined)
-13	2	5	-1	0	2	-3	0	-2	COc1cc(C2NC(=O)NC(C)=C2C(=O)OCC2CCCO2)ccc1O (centres undefined)
-2	3	-2	-8	·	-1	3	1	1	O=C(N/N=C/C(Cl)=C/c1ccc([N+](=O)[O-])cc1)C(=O)Nc1cccc(C(=O)O)c1
-14	1	20	-10	-1	6	-11	2	0	CCOC(=O)CC(=O)CSc1ccc2nnc(-c3ccc(F)cc3)n2n1
-18	0	-15	-10	10	2	-12	18	1	c1ccc(-c2nc3c([nH]2)CCc2nonc2-3)cc1
·	·	-15	-1	-5	0	-20	-2	·	COC(C(=O)Nc1ccc(F)c(F)c1)c1ccccc1 (centres undefined)
-13	-1	1	-4	6	-1	5	2	0	C#CC[N+](C)(C)CC#Cc1ccc(Cl)cc1
-10	0	-9	1	3	1	2	-2	-3	CCOCc1nnc(NC(=O)c2cc(C(=O)OC)cc([N+](=O)[O-])c2)s1
-22	-2	0	-9	-2	7	4	2	-4	COCCOC(=O)/C(=C/c1ccc(OC(=O)c2ccccc2)cc1)C(C)=O
-15	-8	-6	-3	1	0	-1	9	-2	O=C(O)c1cc(-n2nnnc2SCc2ccccc2F)ccc1Cl
-1	-1	8	-5	-2	-6	-3	0	4	COC(=O)CCc1c(C)nc(N)[nH]c1=O
-22	2	-1	-5	2	1	-2	0	2	CCCCCCn1ccc(=N)cc1
0	-1	3	-7	-2	-1	-3	0	5	C#CC1CN(Cc2ccccc2)CC(C#C)N1C (centres undefined)
-9	-8	-16	-20	5	-3	-2	25	-4	Cc1ccc2nc(C)cc(Nc3ccc([N+](=O)[O-])cc3)c2c1
-10	-4	1	-9	5	-2	-4	3	-3	CCCOc1ccc(/C=C/C(=O)NCc2ccccc2)cc1
0	-4	8	-6	2	-8	9	-7	-6	CCOc1ccc(S(=O)(=O)N(C)c2ccc(OCC(=O)OCc3c(C)noc3C)cc2)cc1
-11	19	-13	-14	·	-5	-15	12	-9	O=c1oc2cc([N+](=O)[O-])ccc2nc1/C=C(O)/C=C/c1ccccc1
6	0	-9	-6	0	5	12	-2	1	Cc1ccc(Cl)cc1NC(=O)COC(=O)C1CCCC1
-12	-2	-28	-9	·	-4	-18	8	2	COc1ccc(Br)cc1/C=N/NC(=O)CN1CCN(Cc2ccccc2)CC1
-6	0	-5	3	6	6	-2	27	-3	CCC(=O)N(CCc1ccc(S(N)(=O)=O)cc1)C1CC(=O)N(c2ccc(OC)cc2)C1=O (centres undefined)
-9	1	13	-7	·	6	-6	22	1	C/C(=N\NC(=O)C(=O)Nc1cc(C)ccc1C)c1ccncc1
-18	0	-10	-2	-1	-2	-18	0	3	COc1oc(-c2ccccc2C)nc1C(F)(F)F
-15	0	-3	10	2	6	4	0	4	CC(=O)N1CCN(S(=O)(=O)c2ccc(S(=O)(=O)NC3CC3)cc2)CC1
-12	-2	1	-4	1	6	-4	-3	-7	O=C(Cn1nc(-c2cccc(Cl)c2)ccc1=O)Nc1cccnc1
-17	-1	14	-2	·	6	16	4	-2	CC1(C)OC(=O)C(=NNc2ccccc2C(=O)O)C(=O)O1
-20	-2	-1	-10	5	3	-5	3	3	CCOc1cc(C#N)c(NC(=O)Cn2nnc3ccccc32)cc1OCC
-6	-1	15	-7	6	6	12	1	0	CSc1ccc(NC(=O)CC(C)=O)cc1

Structural class, the compounds so far with an aryl methoxy group (4)
Mdm2 ligase inh	Runt-CBFb FRET	NPY1 pot ag	RBBP9 inhibitor	NPY Y1 blocker	p97 ATPase inh	NPY-Y2 PAM-ag	Hck-Nef inh	Runt-SMMHC FRET	Structure
-13	2	5	-1	0	2	-3	0	-2	COc1cc(C2NC(=O)NC(C)=C2C(=O)OCC2CCCO2)ccc1O (centres undefined)
-12	-2	-28	-9	·	-4	-18	8	2	COc1ccc(Br)cc1/C=N/NC(=O)CN1CCN(Cc2ccccc2)CC1
-6	0	-5	3	6	6	-2	27	-3	CCC(=O)N(CCc1ccc(S(N)(=O)=O)cc1)C1CC(=O)N(c2ccc(OC)cc2)C1=O (centres undefined)
-18	0	-10	-2	-1	-2	-18	0	3	COc1oc(-c2ccccc2C)nc1C(F)(F)F

(listing goes on)
Mdm2 ligase inh	Runt-CBFb FRET	NPY1 pot ag	RBBP9 inhibitor	NPY Y1 blocker	p97 ATPase inh	NPY-Y2 PAM-ag	Hck-Nef inh	Runt-SMMHC FRET	Structure
-18	1	-10	-1	6	4	-13	1	2	Cc1cc(NC(=O)CSc2c3c(nc4ccccc24)CCC3)no1
-3	-1	15	-5	·	-3	-2	7	-1	COc1ccc(N=C2SC(C(N)=O)CC(=O)N2Cc2ccc3c(c2)OCO3)cc1 (centres undefined)
-19	3	-4	0	-3	3	-11	-3	-2	CN(C)C(=O)c1cc([N+](=O)[O-])ccc1O
-2	3	8	-7	-2	1	0	23	-1	Cc1cc(C)n2c(SCC(=O)N(CC(C)C)c3c(N)n(CC(C)C)c(=O)[nH]c3=O)nnc2n1
·	44	-3	-9	1	3	-3	-9	16	O=C(NNc1nc2cc3c(cc2s1)OCO3)c1ccccc1
-91	-4	-13	-20	3	-10	-5	15	-4	Cc1ccc(-c2cc3c(N=O)c4ccccc4c-3n[nH]2)cc1
0	-3	-48	-6	10	-9	-9	-1	-1	Cc1nn(-c2ccccc2)c(C)c1NC(=O)COc1ccc2ccccc2c1
-2	2	0	3	4	5	13	1	1	Cc1nn(-c2ccccc2)c2sc(-c3n[nH]c(=S)o3)cc12
·	0	-11	3	6	7	-6	0	-1	Cc1cc(/C=N/NC(=O)C(O)(c2ccccc2)c2ccccc2)c(C)n1-c1ccccc1
-9	2	23	-7	-6	6	13	5	3	Cc1cc(C)n(-c2nnc(C)n2NS(C)(=O)=O)n1
-8	-3	-7	-10	3	2	15	4	2	Cc1c(Cl)cccc1N/C(=N/S(=O)(=O)c1cccs1)c1ccccc1
9	-3	9	-2	-1	5	6	13	-2	COc1ccc(/C(N)=N/OC(=O)c2ccco2)cc1OC
-46	-1	19	-2	-1	-4	8	2	-4	CCc1ccc2oc(-c3cccc(N)c3)nc2c1
-10	0	4	-8	2	-2	-2	-1	-1	O=C(c1nc2ncccn2n1)N1CCN(c2ccc(F)cc2)CC1
-17	2	-29	-8	12	-7	-38	-1	-2	CCc1ccc(CNC(=O)CCc2nc(-c3cccs3)no2)cc1
-10	5	-3	2	3	2	-16	79*	3	CC(C)n1cnc2cc(NCc3ccco3)ccc21
-13	-6	-7	-10	5	-3	6	2	-1	CC(=O)c1cc2c(cc1NC(=O)c1cc3nc(C(C)C)cc(C(F)(F)F)n3n1)OCO2
·	-1	-24	-8	-1	-2	-25	1	-3	Cc1cc(Nc2ncc(Cl)cc2Cl)n(-c2ccccc2)n1
4	-1	7	-3	6	3	-1	-1	4	CCc1cc(C(=O)N2CCOCC2)c(NC2=NS(=O)(=O)c3ccccc32)s1
-15	1	-14	-6	-3	-6	-4	6	-2	CC(=O)NCCOC(=O)Nc1ccncc1
-18	-3	-21	-2	4	-4	-2	-1	0	O=C(c1ccccc1CCc1ccccc1)N1CCN(c2ccccn2)CC1
0	0	-1	-3	2	12	10	-1	-9	CCC(=O)Nc1ccc(C(=O)N/N=C/c2c(C)[nH]c3ccccc23)cc1
-16	-1	-12	-5	-3	-6	-23	7	0	CC(NC(=O)CN(C1CCCCC1)S(C)(=O)=O)c1ccccc1 (centres undefined)
6	-3	8	-3	7	3	-13	6	5	COC(=O)C1=C(COc2ccc(C=O)cc2OC)NC(=O)NC1c1cc(C)ccc1C (centres undefined)
-7	1	-35	4	4	4	0	0	0	COc1ccccc1CCC(=O)Nc1nc2ccccc2[nH]1
-13	2	-16	-8	-3	0	3	0	-4	CCCc1[nH]c(=O)c(C#N)c2c1COC(C)(C)C2
-8	3	5	-8	-2	3	-2	-4	-4	CN=C1SC(CC(=O)Nc2ccccc2F)C(=O)N1C (centres undefined)
-6	-1	-23	-7	0	-3	0	-5	0	COc1ccc2cc(CCNC(=O)c3ccc4c(c3)OCO4)c(=O)[nH]c2c1
5	0	-4	9	-4	0	5	0	4	Cc1ccc(-n2nnnc2SCC(=O)N2c3ccccc3NC(=O)C2(C)C)cc1
-8	-5	12	-5	-8	0	12	23	-6	COc1cc(CNc2ccc(NC(C)=O)cc2)ccc1OCc1ccccc1C
·	-1	3	4	6	6	9	·	-5	CC/C(=C(\c1ccc(O)cc1)c1ccc(OCCN(C)C)cc1)c1ccccc1
-4	1	3	-13	1	4	-6	3	-4	CCCC/C(C)=N/NC(=O)c1cn(-c2ccccc2)nc1-c1ccccc1
-2	13	14	-9	-1	-2	7	26	8	Cn1cccc1-c1cc(C(=O)N2CCc3c([nH]c4ccccc34)C2c2ccccn2)[nH]n1 (centres undefined)
